GRP78 ERSR act – qHTS for Inducers of the Endoplasmic Reticulum Stress Response (ERSR) in Human Glioma: qHTS; U87-MG GRP78 promoter luciferase reporter, 16 h; Potency, µM, without a hit: top-dose activation, most hits filed as activators; actives 0.02% (n = 420,000); AID 602332, 2012; also: potency is read from the fitted curve at half-maximal effect; series mostly up to about 76 µM; % of control where 0% means no effect; nearly all actives have a fitted effect of over 35% in size
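Stably transfected U87-MG glioma cells carrying a GRP78-based luciferase sensor; 16 h compound incubation. Luminescence end-point read 10 min after Bright-Glo addition at room temperature.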
Vif-A3G inh – qHTS for Inhibitors of Vif-A3G Interactions: qHTS; DNA dC->dU-editing enzyme APOBEC-3G (Homo sapiens), Q9HC16; HeLa A3G-eYFP + Vif (tagged APOBEC3G with the HIV-1 protein that degrades it), YFP fluorescence, overnight; Potency, µM (doses to about 46.1 µM), without a hit: at the top dose activity, negative = active, hits mostly inhibitors; actives 0.076% (n = 410,000); AID 602310, 2012;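 also: potency is read from the fitted curve at half-maximal effect; % is scaled to controls: 0 for no effect and ±100 for the full control effect; nearly all actives have a fitted effect of over 60% in size; hits raise eYFP signal because A3G escapes Vif-driven loss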
Target sequence (Q9HC16 whole entry, looked up): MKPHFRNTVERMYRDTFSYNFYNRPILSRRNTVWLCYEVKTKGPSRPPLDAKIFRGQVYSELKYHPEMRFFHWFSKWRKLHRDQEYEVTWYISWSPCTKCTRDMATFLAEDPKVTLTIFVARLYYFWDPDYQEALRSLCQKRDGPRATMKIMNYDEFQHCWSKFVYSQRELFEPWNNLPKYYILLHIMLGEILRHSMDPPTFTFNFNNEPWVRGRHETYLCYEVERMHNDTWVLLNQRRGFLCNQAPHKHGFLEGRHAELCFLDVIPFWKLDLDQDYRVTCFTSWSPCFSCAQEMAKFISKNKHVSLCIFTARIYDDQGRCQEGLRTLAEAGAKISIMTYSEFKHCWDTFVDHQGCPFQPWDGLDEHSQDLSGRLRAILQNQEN
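Read-out is eYFP fluorescence (Ex 488/Em 500-530) from Vif-expressing HeLa A3G-eYFP cells; more signal means A3G escaped Vif-mediated degradation. Cells plated overnight, compound pinned in, incubated overnight at 37 deg C.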
D2 agonist – HTS Assay for Allosteric Agonists of the Human D2 Dopamine Receptor: Primary Screen for Agonists; D(2) dopamine receptor (Homo sapiens), P14416; HEK293 T-REx D2 cells, calcium flux agonist mode; activation, % at 2 µM; actives 0.53% (n = 340,000);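 active = activation over 3 SD above normal in the single-dose calcium agonist read, cut at about 30% in these data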; also: 0% is about no effect
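In this primary screen, compounds producing a positive calcium signal within 180 s of addition to tetracycline-induced, force-coupled HEK293 Trex D2 cells are flagged; cells are dye-loaded with a no-wash calcium kit beforehand.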
12-LOX inh – Primary qHTS assay for inhibitors of human arachidonate 12S-lipoxygenase (ALOX12): Round 2; Potency, µM (doses to about 108 µM), for the others: at the highest dose activity change, negative = inhibition, hits mostly inhibitors; purified 12hLO, xylenol orange hydroperoxide absorbance; AID 1671190, 2021; actives 1.1% (n = 580,000); Polyunsaturated fatty acid lipoxygenase ALOX12 (Homo sapiens), P18054; also: potency is read from the fitted curve at half-maximal effect; % is scaled to controls: 0 for no effect and ±100 for the full control effect
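Purified human 12hLO at 150 nM in 25 mM Hepes, 0.01% Triton X-100, pH 7.0, preincubated 15 min at room temperature with compound. Reaction started with 40 uM arachidonic acid, 30 min at room temperature. Hydroperoxide measured by Fe-xylenol orange, 573/405 nm absorbance ratio.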
Vif-APOBEC3F blk – qHTS for Inhibitors of Vif-A3F Interactions: qHTS; Potency, µM (highest dose often 46.1 µM), for inactives: top-dose activity, negative = active; HeLa A3F-eYFP + Vif (tagged APOBEC3F with the HIV-1 protein that degrades it), YFP fluorescence increase; AID 602313, 2012; actives 0.2% (n = 390,000); also: potency is read from the fitted curve at half-maximal effect; % of control where 0% means no effect; nearly all actives have a fitted effect of over 65% in size
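Fluorescence increase (Ex 488/Em 500-530) after overnight compound treatment at 37 deg C flags inhibition of Vif-driven A3F-eYFP loss in stable HeLa A3F-eYFP/Vif cells seeded overnight beforehand.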
ERG Ets-DNA blk – qHTS for Small Molecule Inhibitors of the ERG Ets/DNA interaction. fluorescence polarization, His-ERG Ets domain / labelled DNA. Transcriptional regulator ERG (Homo sapiens), P11308. Potency, µM (series often up to 76.9 µM), inactives show at the top dose FP activity, negative = inhibition, hits mostly inhibitors. actives 0.028% (n = 370,000); active = well fitted inhibition curve with a large enough effect in the polarisation, with a control signal flat; inconclusive = small, poorly fitted or top-dose-only effect, or effect the other way, or a change in a side signal; inactive = no such curve, though single readings can be large or run the other way; the % refers to the polarisation;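 also: polarization taken with two DNA probes labelled with fluorescein and Texas red; potency is read from the fitted curve at half-maximal effect; % of control where 0% means no effect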
Target sequence (P11308 whole entry, looked up, the tested form may be a part): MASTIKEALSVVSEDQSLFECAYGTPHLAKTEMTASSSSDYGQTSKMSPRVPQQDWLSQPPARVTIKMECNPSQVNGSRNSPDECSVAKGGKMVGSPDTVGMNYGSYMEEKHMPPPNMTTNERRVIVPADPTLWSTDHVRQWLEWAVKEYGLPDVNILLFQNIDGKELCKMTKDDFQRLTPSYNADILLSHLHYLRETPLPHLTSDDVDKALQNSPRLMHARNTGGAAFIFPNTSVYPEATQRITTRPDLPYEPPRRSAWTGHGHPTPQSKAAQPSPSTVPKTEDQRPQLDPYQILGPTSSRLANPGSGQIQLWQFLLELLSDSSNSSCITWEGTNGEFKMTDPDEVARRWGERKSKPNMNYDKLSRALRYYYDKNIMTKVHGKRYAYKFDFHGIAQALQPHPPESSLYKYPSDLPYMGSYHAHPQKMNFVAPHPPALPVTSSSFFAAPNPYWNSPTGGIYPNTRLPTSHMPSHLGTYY
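His-tagged ERG Ets domain (1 uM in the protein solution; 300mM KCl, 50mM Tris-HCl, 1mM EDTA, 1mM DTT, pH 7.5) received compound, then a probe mix of 5 nM fluorescein-DNA and 100nM Texas-615-DNA. Fluorescence polarization was read for both dyes.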
D2 antag – HTS Assay for Allosteric Antagonists of the Human D2 Dopamine Receptor: Primary Screen for Antagonists. D(2) dopamine receptor (Homo sapiens), P14416. HEK293 TREx D2 cells, calcium flux, dopamine EC80. inhibition, % at 10 µM. actives 2% (n = 340,000); in the data active = inhibition above about 30%; also: 0% is about no effect
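Measurement of antagonist activity uses fluorescent calcium dye in inducible HEK293 T-REx D2 cells: 10 s baseline, compound addition with 180 s read, EC80 dopamine addition with a further 180 s read.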
RGS4 inhibitor – Inhibitors of Regulator of G Protein Signaling (RGS) 4: qHTS. Transcreener GDP fluorescence polarization, RGS4-accelerated GTP hydrolysis. Potency, µM (highest dose often 114 µM), for inactives: at the top dose activity change, negative = inhibition, most hits filed as inhibitors. actives 0.039% (n = 390,000). AID 504845, 2011; also: potency is read from the fitted curve at half-maximal effect; % is scaled to controls: 0 for no effect and ±100 for the full control effect; nearly all actives have a fitted effect of over 75% in size; some results filed as inactive show a strong effect at the top dose
Target sequence (P49798 whole entry, looked up): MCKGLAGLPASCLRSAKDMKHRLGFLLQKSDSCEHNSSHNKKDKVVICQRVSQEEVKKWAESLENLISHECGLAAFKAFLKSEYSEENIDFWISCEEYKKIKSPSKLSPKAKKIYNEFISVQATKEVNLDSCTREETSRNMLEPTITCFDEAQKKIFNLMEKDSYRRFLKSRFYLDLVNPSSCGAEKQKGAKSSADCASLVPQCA
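MLSMR compounds (23 nl, pin-transferred) preincubated 10 min at room temperature with a 500nM (2x) first reagent, then RGS4 at 900nM (2x) plus Transcreener GDP mix added; fluorescence polarization (620/688 nm) read before and after 90 min at 30 °C.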
LDHA inh – qHTS assay for inhibitors of human lactate dehydrogenase; actives 0.15% (n = 480,000); purified LDHA, NADH/diaphorase-resazurin fluorescence; hits give low values; L-lactate dehydrogenase A chain (Homo sapiens), P00338; AID 1347041, 2019; activity change, % (values are at about 110 or 230 µM); in the data active = activity change below about -30%; inconclusive = mostly about -25% to -30%;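 also: plate controls were DMSO wells for no effect and wells without enzyme for full effect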
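Human LDH5 at 2 nM final in Tris HCl pH 7.4 with 0.06 mM NADH and 0.2 mM pyruvate, reacted 5 minutes at room temperature. Remaining NADH coupled via diaphorase/resazurin; resorufin fluorescence read at 0 and 20 minutes, normalized to enzyme-free and DMSO wells.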
* marks the source's active call; other numbers are inactive results; i = inactive; ? = inconclusive; . = no result given; [ ] = remark or other dose. Unless noted, calls follow the shape of the dose curve; as a rule, active = well fitted curve in the direction sought with a large enough effect; inconclusive = small, poorly fitted or top-dose-only effect, or another doubt; inactive = no such curve, though single readings can be large; an effect the other way counts as inactive or inconclusive.

SMILES	GRP78 ERSR act	Vif-A3G inh	D2 agonist	12-LOX inh	Vif-APOBEC3F blk	ERG Ets-DNA blk	D2 antag	RGS4 inhibitor	LDHA inh
C=C(C)C1Cc2cc3ccc(=O)oc3cc2O1 (centres undefined)	-6%	-2%	.	0%	-4%	21%	.	22%	-1
Cc1ccc2ccccc2c1C(O)c1ncc(-c2ccccc2Cl)[nH]1 (centres undefined)	-3%	-19%	.	-6%	.	.	.	.	-5
COc1ccc(/C(N)=N/OC(=O)CCCc2ccccc2)cc1	15%	2%	0.5	1%	-10%	-15%	-1	-4%	3
Cc1ccc(OCC(=O)O/N=C(\N)Cc2ccc([N+](=O)[O-])cc2)cc1C	-4%	0%	-0.1	9%	3%	-1%	7	-2%	1
Cc1ccc(CNC(=O)CO/N=C/c2ccc(C(C)(C)C)cc2)cc1	0%	-13%	0.8	20%	1%	-5%	38*	-36%	-1
O=C(CSc1nnc(-c2ccc([N+](=O)[O-])cc2)o1)Nc1ccccn1	-3%	-1%	-0.1	-4%	0%	-3%	6	-30%[56.9 µM]	1
COCCNc1nc(Cl)c(C#N)s1	-4%	4%	1.0	2%	-10%	-8%	1	20%	-10
COc1ccc(C(=O)N2CCCC(CO)C2)cc1OC1CCN(C(C)C)CC1 (centres undefined)	0%	1%	.	-24%	-4%	.	.	.	-6
O=C(Cn1cnc2ccccc21)c1ccc(Cl)cc1	-3%	-2%	0.1	-26%	1%	3%	-4	10%	-2
Cc1ccc(-n2[nH]c(C)c(/C=N/c3ccccn3)c2=O)cc1	0%	-6%	0.5	1%	1%	.	-8	-9%	2
CCNC(=O)NC(=O)C(C)Sc1ccc2c(c1)OCCO2 (centres undefined)	-2%	-5%	0.2	45%[activator]	.	5%	-2	8%	-5
O=C(c1cc([N+](=O)[O-])ccc1N1CCN(S(=O)(=O)c2ccc(Cl)c(Cl)c2)CC1)N1CCOCC1	4%	-1%	3.2	-22%	-3%	3%	0	-18%	-5
Cn1nccc1C(=O)N(CCN1CCCCC1)CC1CCCN(C2CCCC2)C1 (centres undefined)	3%	-1%	0.3	-4%	-16%	-5%	1	7%	-9
CCN(CC(=O)NC1CCS(=O)(=O)C1)C(=O)C(c1ccccc1)c1ccccc1 (centres undefined)	-2%	0%	0.9	-16%	-2%	-6%	1	-8%	-5
CSCCC(NS(=O)(=O)c1ccccc1F)C(=O)OCc1ccccc1Cl (centres undefined)	-2%	1%	1.0	-24%	-4%	-19%	6	-20%	-1
COc1ccccc1/C=C/CN1CCC(Oc2ccc(C(=O)N3CCCCC3)cc2)CC1	-1%	0%	0.4	i	-16%	-6%	69*	-13%	-9
Cn1nc2c(c1C(=O)O)CCCC2	-2%	3%	0.4	-2%	-7%	-16%	-7	10%	-1
COc1ccc(NC(=O)C2CC(=O)OC2(C)C)cc1 (centres undefined)	-1%	0%	0.3	-5%	-4%	.	-13	24%	-2
Cc1n[nH]c(=S)n1/N=C/c1ccc(-c2ccc(Cl)cc2)o1	-4%	0%	.	360%[activator]	-32%	-7%	.	-8%	-2
C/C(=N\NC(=O)c1cccc(N/N=C(\C)c2ccc([N+](=O)[O-])cc2)c1)c1ccc([N+](=O)[O-])cc1	1%	2%	-0.6	-22%	-9%	-2%	6	-22%[56.9 µM]	-2
CC(=O)NC(CC(=O)OC(C)C(=O)Nc1ncc(Cl)cc1Cl)c1ccccc1 (centres undefined)	-3%	1%	0.5	-1%	1%	8%	14	13%	-6
CCN(CC)CC(=O)Nc1ccc2c(c1)Nc1ccccc1CC2	8%	-1%	0.7	?	-9%	0%	-4	-1%	11
CCN1CCN(S(=O)(=O)c2ccc(Cl)c(C(=O)NC(C)(C)C)c2)CC1	-1%	-7%	5.4	?	17%	0%	30*	13%	-1
Cc1noc(C)c1NC(=O)N(C)C[C@H]1OCCCC[C@@H](C)Oc2ccc(NC(=O)Nc3ccc(F)cc3)cc2C(=O)N([C@@H](C)CO)C[C@H]1C	-4%	-8%	.	-56%	-1%	.	.	.	3
COc1ccccc1C(=O)Nc1ccc(Cc2ccncc2)cc1	-3%	0%	-0.7	11%	7%	.	9	-17%	-5
Cc1ccn2cc(C(=O)N3CCCC(Nc4ccc(F)cc4)C3)nc2c1 (centres undefined)	0%	-1%	0.1	-1%	-17%	1%	-2	16%	-2
O=C(NCCCn1ccnc1)C1CCN(S(=O)(=O)c2ccc(F)cc2)CC1	-5%	0%	0.6	1%	3%	3%	5	-2%	-10
COc1ccc(-c2cc(NC=O)c3ncc(-c4cccc(C(=O)N(C)C)c4)n3c2)cn1	?	-13%	.	?	.	.	.	.	3
CCOCCn1c(SCC(=O)OCc2ccccc2)nc2c1c(=O)[nH]c(=O)n2C	-3%	-3%	-0.7	0%	1%	-2%	17	?	-1
COc1ccc(NC(=O)c2cc3c(=O)n(Cc4ccco4)ccc3nc2C)cc1	-2%	-9%	0.1	?	-10%	6%	.	-6%	-7
Oc1ccccc1N1CCN(c2ncnc3scc(-c4ccc(F)cc4)c23)CC1	-5%	3%	.	6%	-6%	-6%	.	-17%	7
CCOC(=O)C1(C)CCN1C(=O)c1cccc(C(F)(F)F)c1 (centres undefined)	0%	-1%	.	1%	.	.	.	.	-2
Cc1ccc(NC(=O)CCNS(=O)(=O)c2ccc3[nH]c(=O)oc3c2)cc1F	-3%	5%	.	?	-11%	10%	.	11%	-2
COc1ccc(CCn2c(C3CCCCC3)nc3c(c(=O)c4ccccc4n3C)c2=O)cc1OC	-4%	0%	0.6	-10%	16%	3%	10	26%	-4
O=C(COC(=O)c1cccs1)NCC1CCCO1 (centres undefined)	8%	0%	0.8	389%[activator]	1%	7%	-6	27%	-2
O=C(CNC(=O)c1ccc(Cl)cc1)c1ccccc1	-7%	-5%	.	31%[activator]	-5%	6%	.	-27%	-12
O=C(NC1CCCCC1)C(c1ccncc1)N(Cc1ccc(F)cc1)C(=O)c1ccccn1 (centres undefined)	-3%	1%	0.9	?	1%	-11%	4	-11%	-9
CCOC(=O)c1ccc(N2CN(C3CCCCC3)CNC2=S)cc1	-4%	-1%	-0.4	-22%	-8%	.	10	-46%	-6
COc1cccc(C(=O)NCCNC(=O)c2ccco2)c1	1%	0%	-0.4	16%	-2%	4%	-1	37%	-4
C/C(=N\NC(=O)C1CC1)c1ccc2c(c1)OCCO2	2%	0%	-1.0	13%	6%	-5%	14	5%	-6

The final 2 entries of the part above lead into the next.
SMILES	GRP78 ERSR act	Vif-A3G inh	D2 agonist	12-LOX inh	Vif-APOBEC3F blk	ERG Ets-DNA blk	D2 antag	RGS4 inhibitor	LDHA inh
COc1cccc(C(=O)NCCNC(=O)c2ccco2)c1	1%	0%	-0.4	16%	-2%	4%	-1	37%	-4
C/C(=N\NC(=O)C1CC1)c1ccc2c(c1)OCCO2	2%	0%	-1.0	13%	6%	-5%	14	5%	-6
CCCOc1cccc(C(=O)Nc2ccc(Br)cc2F)c1	1%	0%	0.5	13%	3%	-1%	2	-9%	-3
Cc1ccc(-c2csc(NCCc3nc4cc(Cl)c(Cl)cc4n3CCCO)n2)cc1	1%	-7%	.	-18%	-6%	7%	.	-38%	1
O=C1NC2=C(CCc3ccccc32)C(c2ccc(Br)cc2)N1 (centres undefined)	-2%	?	0.5	?	1%	0%	-5	-10%	31
CCSc1nnc(-c2cccc(S(=O)(=O)N(C)C)c2)n1-c1cc(OC)ccc1OC	-4%	-1%	0.4	-9%	-14%	-16%	-1	-3%	-2
Cc1ccc2[nH]c3c(=O)n(CC(=O)N4CCN(C)CC4)ncc3c2c1	-4%	-1%	0.7	3%	6%	3%	1	-17%	-1
COC(=O)CSc1nnc(CNC(=O)c2cccs2)n1-c1cccc(C)c1	0%	-3%	-0.2	6%	1%	-6%	-2	-15%	-2
OCCc1ccc(NCCc2ccco2)cc1	1%	-2%	.	?	.	.	.	.	-3
O=C1NC(NS(=O)(=O)c2ccccc2)(C(F)(F)F)C(=O)N1Cc1cccnc1 (centres undefined)	-2%	-5%	0.6	0%	1%	-1%	2	16%	-1
CC(=O)Nc1cccc(OCCCOc2ccc([N+](=O)[O-])cc2)c1	-3%	-2%	0.7	-9%	0%	-4%	5	18%	-3
CCc1ccccc1NC(=O)c1cnn(-c2ccccc2)c1C	-3%	0%	0.2	0%	0%	5%	-9	-40%	-5
Cc1nc2c(c(-c3ccccc3)c1C#N)C(=O)c1ccccc1-2	-1%	1%	0.1	0%	-1%	9%	20	13%	-3
COc1ccc(S(=O)(=O)N2Cc3ccccc3CC2C(=O)Nc2cccc(C)c2)cc1OC (centres undefined)	1%	-1%	-0.1	-22%	3%	-6%	.	1%	-2

Compound activity as filed in PubChem BioAssay.

This is a subset; count on the stated rates, not on these rows.
